# CHO-K1 Ca PAM: counter-screen for M1 PAMs: effect in parental CHO-K1 cells; ATP EC20, Fluo-8 calcium fluorescence; 0% at ATP EC20, 100% at ATP max; activation, % at 3 µM; actives 0.02% (n = 360,000); AID 602247;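 active = activation above the run cutoff, the mean activation of all test compounds plus 3 SD, cut at about 40% in these data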;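 note: peak over basal fluorescence ratio in a 140 s read after ATP addition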
# M5 PAM: CHRM5 positive allosteric modulation | P08912 | CHO-K1 hM5, Fluo-8 calcium, ACh EC20 PAM; 0% = ACh EC20, 100% = ACh EC100 | activation, % at 3 µM | actives 0.3% (n = 360,000);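 active = activation above the run cutoff, the mean activation of all test compounds plus 3 SD, cut at about 18% in these data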
# Target sequence (P08912 whole entry, looked up): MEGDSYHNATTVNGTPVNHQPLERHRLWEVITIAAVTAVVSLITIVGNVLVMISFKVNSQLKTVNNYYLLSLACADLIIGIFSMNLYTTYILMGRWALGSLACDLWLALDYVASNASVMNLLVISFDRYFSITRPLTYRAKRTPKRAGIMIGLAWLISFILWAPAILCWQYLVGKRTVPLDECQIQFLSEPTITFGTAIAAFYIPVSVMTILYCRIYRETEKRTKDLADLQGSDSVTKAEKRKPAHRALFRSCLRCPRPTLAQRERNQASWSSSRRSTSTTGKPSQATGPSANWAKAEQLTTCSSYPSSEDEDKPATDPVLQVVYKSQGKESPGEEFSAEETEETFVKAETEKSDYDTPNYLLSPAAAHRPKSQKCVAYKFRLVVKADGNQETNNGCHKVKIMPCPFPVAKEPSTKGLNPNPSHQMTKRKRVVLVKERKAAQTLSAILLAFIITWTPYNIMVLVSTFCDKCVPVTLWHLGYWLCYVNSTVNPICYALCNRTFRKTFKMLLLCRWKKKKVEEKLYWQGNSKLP
#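 System: CHO-K1 cell line with stable human muscarinic M5 receptor expression | Also added: EC20 acetylcholine as agonist stimulus | Compound: One concentration, 3 µM final (nominal) | Timing: Fluo-8 loading 80 min at 37 °C plus 30 min room temperature | Measured by: Fluo-8 calcium dye fluorescence, kinetic read | Read-out basis: % activation, ACh-normalized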
# CHO-K1 Ca antag: counter-screen for M1 antagonists: effect in parental CHO-K1 cells; ATP-induced calcium, Fluo-8 fluorescence; actives 0.6% (n = 360,000); AID 602250; inhibition, % at 3 µM;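 active = inhibition above a per-plate cutoff, the plate's mean sample inhibition plus 3 SD, cut at about 24% in these data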;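 note: 0% = DMSO plus EC80 ATP and 100% = DMSO alone without ATP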
# M5 ag: CHRM5 agonism in calcium assay; CHO-K1 hM5 cells, Fluo-8 calcium fluorescence; 0% DMSO wells, 100% maximal acetylcholine response; activation, % at 3 µM; actives 0.19% (n = 360,000);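 active = activation above the run's mean over test compounds plus 3 SD, cut at about 23% in these data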;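 note: signal is peak over basal fluorescence ratio across the kinetic read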
# CHRM4 antagonist: CHRM4 antagonism in calcium assay. P08173. CHO-hM4 cells, ACh EC80, Fluo-8 calcium fluorescence. inhibition, % at 3 µM. actives 0.73% (n = 360,000);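 active = inhibition above its plate's cutoff, the mean inhibition of sample wells plus 3 SD, cut at about 27% in these data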;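 note: 0% = acetylcholine EC80 with DMSO and 100% = DMSO without agonist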
# Target sequence (P08173 whole entry, looked up): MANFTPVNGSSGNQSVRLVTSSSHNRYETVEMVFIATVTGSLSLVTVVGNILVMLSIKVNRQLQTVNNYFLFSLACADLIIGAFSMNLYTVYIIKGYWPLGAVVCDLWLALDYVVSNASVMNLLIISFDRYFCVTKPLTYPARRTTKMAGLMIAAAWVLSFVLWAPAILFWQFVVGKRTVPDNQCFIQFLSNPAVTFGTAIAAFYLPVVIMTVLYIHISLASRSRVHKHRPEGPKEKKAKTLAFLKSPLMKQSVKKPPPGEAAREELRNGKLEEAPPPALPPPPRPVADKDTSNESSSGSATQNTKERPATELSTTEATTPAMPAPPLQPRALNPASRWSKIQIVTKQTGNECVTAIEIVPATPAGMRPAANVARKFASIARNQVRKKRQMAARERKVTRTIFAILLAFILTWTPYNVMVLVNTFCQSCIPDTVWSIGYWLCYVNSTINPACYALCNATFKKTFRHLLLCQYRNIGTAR
# M5 antag: antagonists of human muscarinic M5 receptor (CHRM5). P08912. CHO-hM5 cells, Fluo-8 calcium fluorescence, ACh EC80. inhibition, % at 3 µM. actives 0.59% (n = 360,000). AID 624040;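 active = inhibition above a per-plate cutoff, the mean of that plate's test compounds plus 3 SD, cut at about 27% in these data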;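 note: 0% = acetylcholine EC80 with DMSO and 100% = DMSO without agonist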
# M1 ag parental: nonselective activator or artifact in parental CHO-K1 cells. Fluo-8 calcium fluorescence; scaled to maximal ATP response, vehicle zero. activation, % at 3 µM. actives 0.48% (n = 360,000); in the data active = activation above about 15%;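 note: untransfected CHO-K1 host cells lacking M1 receptor as counterscreen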
# CHRM4 PAM: positive allosteric modulators of human muscarinic M4 receptor | CHO-K1 hM4/Gqi5, Fluo-8 calcium fluorescence, ACh EC20; 0% = ACh EC20, 100% = maximal ACh | AID 624126 | actives 0.4% (n = 360,000) | activation, % at 3 µM;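 active = activation above its plate's cutoff, the mean activation of sample wells plus 3 SD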; note: some results filed as inactive read as strong as hits
# CHRM4 agonist: CHRM4 agonism in calcium assay. CHO-K1 hM4/Gqi5, Fluo-8 calcium fluorescence; vehicle 0%, full acetylcholine response 100%. AID 624127. actives 0.14% (n = 360,000). activation, % at 3 µM;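 active = activation above the run mean over all test wells plus 3 SD, cut at about 32% in these data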;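 note: peak over basal fluorescence ratio per well then scaled between controls; 0% = DMSO wells and 100% = acetylcholine at EC100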
# Active calls of the source: *; . = no result given.
# Values in the order: CHO-K1 Ca PAM	M5 PAM	CHO-K1 Ca antag	M5 ag	CHRM4 antagonist	M5 antag	M1 ag parental	CHRM4 PAM	CHRM4 agonist
[1] O=C(CN1C(=O)CSC1=O)N1CCCC(Nc2ccc(F)cc2)C1 (centres undefined)
  2	-4	-3	-3	6	3	1.2	1	1
[2] Cc1onc(-c2ccccc2Cl)c1C(=O)OCn1nnc2ccccc2c1=O
  -6	-8	-9	-2	-16	-9	2.1	-5	9
[3] C/C(N)=C(/C#N)C(=O)CSc1nnc(-c2ccccc2)n1C
  4	7	-4	-2	7	-2	0.3	1	1
[4] CCc1nc2ccc(C(=O)N3CCN(C(C)=O)CC3)cn2c1N(CC)C(=O)NCCc1ccccc1
  5	-2	0	0	-5	-2	0.6	-2	1
[5] Cc1ccccc1-c1nc2ccccc2c(=O)n1C1CCS(=O)(=O)C1 (centres undefined)
  4	2	-3	3	6	-2	0.3	-5	1
[6] Cc1ccc(O)c(C(=O)c2cc(C#N)c(=O)n(-c3nccs3)c2)c1
  -15	-17	19	34*	26	32*	40*	-18	57*
[7] O=C1c2ccccc2C(=O)N1CCc1csc(-c2cccc(F)c2)n1
  -2	-4	9	-1	-4	0	0.8	1	3
[8] CC(=O)N(Cc1ccccc1)c1nc(-c2ccccc2)cs1
  8	1	-11	-5	-4	3	0.2	-6	-1
[9] COc1ccc(-c2cnc3c(NC(C)=O)cc(-c4ccsc4)cn23)cc1OC
  -7	-1	-1	1	1	3	1.5	0	3
[10] O=C(COC(=O)Cn1cnc2ccccc21)NCCCc1ccccc1
  18	2	-14	0	-1	4	0.0	-1	0
[11] Cc1c(Cl)c(-c2n[nH]c(=S)n2-c2ccc(F)cc2)nn1C
  9	1	10	-2	0	-2	-0.5	-2	0
[12] OCCC1CN(Cc2cccn2-c2nccs2)CCN1Cc1ccc(F)c(F)c1 (centres undefined)
  9	-6	-6	-7	-7	0	0.0	-3	1
[13] CN(C)S(=O)(=O)c1cccc(NC(=S)Nc2ccc(Cl)cc2Cl)c1
  6	-3	5	0	8	-3	0.3	5	1
[14] CC(=O)NCCNc1ccc([N+](=O)[O-])cc1C#N
  20	5	-14	1	-9	5	1.5	7	1
[15] CCN1CCc2nc3ccccc3c(C(=O)Nc3ccc(NC(C)=O)cc3)c2C1
  22	7	-9	-5	-2	4	2.7	-2	0
[16] CC(=O)c1cnc(N2CCCCC2)nc1C
  2	18*	-3	-1	31*	-2	0.1	16	1
[17] CC(C)OCCCn1c(=O)c2ccccc2n2c(CCC(=O)NCc3ccccn3)nnc12
  1	-2	-6	-2	-3	-4	0.6	-3	3
[18] CSc1ccc(CN2CCC2(C)C(=O)Nc2cccc(Oc3ccccc3)c2)cc1 (centres undefined)
  -8	-4	0	2	-1	-3	0.2	-6	1
[19] Cc1nn(-c2ccccc2)c(Cl)c1C(=O)N1CCN(C)CC1
  15	8	-12	3	3	3	0.7	-5	0
[20] CC1(c2nnc(Cc3ccccc3)o2)CC(c2ccc(Br)cc2)=NO1 (centres undefined)
  7	-7	-11	0	-12	10	4.9	8	12
[21] O=C(Nc1ccc(F)cc1F)NC1CCN(S(=O)(=O)c2ccc(F)cc2)CC1
  -5	-1	7	-3	-4	-3	-0.1	8	8
[22] Cc1cc(C(=O)N2CCOCC2)c(C)o1
  11	-7	-15	3	2	7	5.1	-9	13
[23] COc1ccccc1NC(=S)N(Cc1ccco1)Cc1cc2cc(C)cc(C)c2[nH]c1=O
  -1	-6	11	-2	0	5	0.8	-1	1
[24] COc1ccccc1C(=O)Nc1cccc(S(=O)(=O)N2CCCC2)c1
  -21	7	5	-4	18	3	1.0	12	3
[25] COc1ccc(/C=C/C(=O)OCC(=O)NCc2ccccc2Cl)cc1OC
  6	-5	-5	-1	-5	15	3.2	2	4
[26] Cc1cc(NC(=O)c2sc3ccccc3c2O)no1
  -19	7	2	-2	-5	-6	0.7	6	1
[27] O=C1OCCC1(c1ccccc1)c1ccccc1
  0	-11	-9	-4	-4	1	-0.2	-1	-1
[28] CCCNC(=O)c1nc(C)c(C)nc1C(=O)Nc1cccc(Cl)c1
  16	4	-7	2	-6	0	1.0	6	0
[29] OCCNc1ncnc2ccc(Br)cc12
  -7	-2	6	2	4	5	5.7	-3	2
[30] CCC(=O)Nc1ccc(C(=O)COC(=O)C(CCSC)NC(=O)COc2ccccc2)cc1 (centres undefined)
  1	1	0	4	-18	-6	3.2	-1	10

# Shown screen by screen: part of the list above.
11	Cc1c(Cl)c(-c2n[nH]c(=S)n2-c2ccc(F)cc2)nn1C
12	OCCC1CN(Cc2cccn2-c2nccs2)CCN1Cc1ccc(F)c(F)c1 (centres undefined)
screen / no. | 11 | 12
CHO-K1 Ca PAM | 9 | 9
M5 PAM | 1 | -6
CHO-K1 Ca antag | 10 | -6
M5 ag | -2 | -7
CHRM4 antagonist | 0 | -7
M5 antag | -2 | 0
M1 ag parental | -0.5 | 0.0
CHRM4 PAM | -2 | -3
CHRM4 agonist | 0 | 1

# Full records from above.
# COc1ccccc1C(=O)Nc1cccc(S(=O)(=O)N2CCCC2)c1 in the list: CHO-K1 Ca PAM = -21; M5 PAM = 7; CHO-K1 Ca antag = 5; M5 ag = -4; CHRM4 antagonist = 18; M5 antag = 3; M1 ag parental = 1.0; CHRM4 PAM = 12; CHRM4 agonist = 3
# Cc1cc(C(=O)N2CCOCC2)c(C)o1 in the list: CHO-K1 Ca PAM = 11; M5 PAM = -7; CHO-K1 Ca antag = -15; M5 ag = 3; CHRM4 antagonist = 2; M5 antag = 7; M1 ag parental = 5.1; CHRM4 PAM = -9; CHRM4 agonist = 13
# O=C(CN1C(=O)CSC1=O)N1CCCC(Nc2ccc(F)cc2)C1 (centres undefined) in the list: CHO-K1 Ca PAM = 2; M5 PAM = -4; CHO-K1 Ca antag = -3; M5 ag = -3; CHRM4 antagonist = 6; M5 antag = 3; M1 ag parental = 1.2; CHRM4 PAM = 1; CHRM4 agonist = 1

# Next part.
# Values in the order: CHO-K1 Ca PAM	M5 PAM	CHO-K1 Ca antag	M5 ag	CHRM4 antagonist	M5 antag	M1 ag parental	CHRM4 PAM	CHRM4 agonist
[31] Cc1cc(C)nc(SCc2ccc(C(=O)N/N=C/c3ccccc3C(=O)O)cc2)n1
  7	-1	-7	-3	5	-1	5.8	-5	0
[32] Cc1noc(C)c1C(=O)Nc1ccc(N(C)C)cc1
  -7	12	-15	-5	-5	-15	0.4	10	2
[33] O=c1[nH]c2ccccc2nc1C(F)(F)C(F)F
  -5	2	0	-1	9	-1	-0.2	9	0
[34] CCSc1nnc(NC(=O)CSc2nnc(CNC(=O)c3ccc(OC)c(OC)c3)o2)s1
  19	4	-4	1	12	-7	0.2	7	0
[35] O=C1OCCN1CCN(CN1C(=O)CCC1=O)CN1C(=O)CCC1=O
  4	-2	1	-3	-1	1	0.3	2	0
[36] Cn1cc(CCC(=O)NC2CC(C)(C)Cc3c2cnn3-c2ccc(F)cc2)cn1 (centres undefined)
  6	-7	-8	-4	-6	26	0.6	12	0
[37] Cc1cccc2cc(C#N)c(SCc3nnc(-c4ccccc4[N+](=O)[O-])o3)nc12
  17	1	-10	2	0	-17	0.7	0	1
[38] O=C(c1cccnc1)N(Cc1ccccc1)C(c1ccccc1)c1nc2ccccc2[nH]1 (centres undefined)
  13	-11	3	3	-11	11	3.7	-4	13
[39] CC(=O)N=C(N)Sc1nc2ccccc2[nH]1
  18	-4	-28	-1	-4	-2	0.9	14	1
[40] CC(C)NC(=O)CSc1nc(N)c(NC(=O)c2ccccc2F)c(=O)[nH]1
  14	-2	3	-2	-1	1	8.4	0	1
[41] CN(C)c1ccc(S(=O)(=O)N2CCC(Cc3ccccc3)CC2)cn1
  -18	-6	-8	2	-2	0	0.8	4	2
[42] COCCNC(=O)COC(=O)/C=C/c1c(C)nn(Cc2ccc(Cl)cc2Cl)c1Cl
  9	-3	0	2	3	0	7.8	-1	4
[43] CCOC(=O)Cc1csc(NC(=O)c2ccc(Br)cc2)n1
  -9	-11	12	-2	-1	19	7.6	-6	9
[44] O=C(C[n+]1cccc(Br)c1)c1ccccc1
  10	4	0	-4	0	-1	1.2	0	1
[45] CC(=O)NC(CC(=O)OCC(=O)N1CCN(S(=O)(=O)c2ccc(Cl)cc2)CC1)c1ccccc1 (centres undefined)
  3	-2	-7	-2	3	13	0.1	-1	0
[46] Cc1cc(C)n(CCC(=O)Nc2ccc3c(c2)OCCO3)n1
  9	0	7	-2	-6	-2	0.4	0	2
[47] CC(C)(Oc1ccc(Cl)cc1)C(=O)NCC(c1cccs1)N1CCOCC1 (centres undefined)
  -2	-11	-10	-1	-1	3	7.4	-8	12
[48] COc1cccc(C(=O)CN2CCN(S(=O)(=O)c3cccc([N+](=O)[O-])c3)CC2)c1
  3	9	3	-4	5	-8	0.0	-4	0
[49] COc1ccc(-n2nnnc2C2(C)CCC(=O)N2Cc2ccccc2)cc1 (centres undefined)
  .	-1	.	0	-4	1	.	4	2
[50] O=C(/C=C/c1ccc(Cl)cc1Cl)NCc1ccncc1
  16	0	-28	0	-18	-7	4.2	4	7
[51] O=C(/C=C/c1ccccc1)NC(=S)Nc1cccnc1
  10	0	-1	3	-8	-1	1.1	6	2
[52] CCC1CCc2c(c3ccccc3[nH]c2=O)O1 (centres undefined)
  14	-2	-3	-1	9	4	-0.3	11	-1
[53] N#CCC(=O)NNC(=S)NC(=O)C(c1ccccc1)c1ccccc1
  13	5	-4	1	-9	-7	0.9	5	0
[54] Cc1ccc(C(=O)NC2CCCC2)cc1S(=O)(=O)N1CCCCC1
  -1	0	-5	-2	0	5	1.0	-4	1
[55] O=C(NCCCc1ccccn1)C1CCC(=O)N(Cc2cccc(F)c2)C1 (centres undefined)
  -26	-9	11	-4	8	16	-0.4	-5	0
[56] O=C(COC(=O)C1CCCCC1)Nc1ccc(N2CCCCC2)cc1
  -2	-9	-5	-6	0	4	-0.1	-3	0
[57] COC(=O)C(C(=O)OC)C(CC(=O)c1ccc(Br)cc1)c1ccccc1 (centres undefined)
  7	-4	-3	-4	-4	10	-0.8	2	2
[58] Cc1ccccc1C(=O)NC(=S)Nc1ccccc1[N+](=O)[O-]
  17	-5	-6	-2	8	2	0.6	-3	0
[59] COc1cc(NC(=S)Nc2ncccc2C)cc(OC)c1OC
  14	-5	2	-3	-4	4	0.5	-3	2
[60] Cc1cccc(C)c1NC(=O)COC(=O)c1cc(-c2cccnc2)nc2ccccc12
  14	-13	3	0	-6	17	4.7	-7	13

# With a hit mark in M5 antag, among the entries above:
nr	mol	M5 ag	CHRM4 antagonist	M5 antag	CHRM4 PAM	CHRM4 agonist
6	Cc1ccc(O)c(C(=O)c2cc(C#N)c(=O)n(-c3nccs3)c2)c1	34*	26	32*	-18	57*

# A draw from above in order of molecular weight, rising:
# Values in the order: CHO-K1 Ca PAM	M5 PAM	CHO-K1 Ca antag	M5 ag	CHRM4 antagonist	M5 antag	M1 ag parental	CHRM4 PAM	CHRM4 agonist
[52] CCC1CCc2c(c3ccccc3[nH]c2=O)O1 (centres undefined)
  14	-2	-3	-1	9	4	-0.3	11	-1
[54] Cc1ccc(C(=O)NC2CCCC2)cc1S(=O)(=O)N1CCCCC1
  -1	0	-5	-2	0	5	1.0	-4	1
[41] CN(C)c1ccc(S(=O)(=O)N2CCC(Cc3ccccc3)CC2)cn1
  -18	-6	-8	2	-2	0	0.8	4	2
[60] Cc1cccc(C)c1NC(=O)COC(=O)c1cc(-c2cccnc2)nc2ccccc12
  14	-13	3	0	-6	17	4.7	-7	13
